Screening results as filed in PubChem BioAssay.
Myeloid diff 2 – promotes myeloid progenitor differentiation | ER-HoxA9 myeloid progenitors, lysozyme-GFP differentiation, flow cytometry | calls only at 10 µM | hit rate 1% among 360,000 | AID 624256;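 active means normalized GFP-positive differentiation at or above the plate's own cutoff, the solvent-only control mean plus 3 SD; inconclusive means no clear call, values can overlap the other calls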;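 further: cells exposed to compound for four days before flow analysis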
PhoP inhibition – inhibitors of PhoP regulon expression, primary screen, Salmonella Typhimurium, GFP reporter (AID 1863); S. Typhimurium PhoP-regulated promoter GFP reporter, 4 h; higher % means a stronger effect; inhibition, % at 50 µM; hits with a dose series show IC50 in µM; hit rate 0.16% among 300,000;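 active means inhibition over 29.93%, a cutoff 3 SD above the screen mean, later confirmed by dose response; inconclusive means inhibition over 29.93% but no dose response follow-up; inactive means inhibition at most 29.93% or unconfirmed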;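 further: 0% = low Mg2+ inducing control and 100% = high Mg2+ repressing control; strong numbers were not always called active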
Large T inhibition – TAg ATPase/helicase activity blockers – biochemical (AID 1903); SV40 large T antigen ATPase/helicase inhibition assay; higher % means a stronger effect; one-dose inhibition, % at 20 µM; IC50 in µM for titrated hits; hit rate 0.39% among 310,000; in the data active means a potency from the dose series; inconclusive means inhibition mostly from about 32% at the one dose, without a potency; inactive means the rest, 99 in 100 with inhibition below about 32%; further: strong numbers were not always called active
WT yeast gro inh – growth inhibition of WT yeast, mitochondrial fusion screen; hit rate 2.1% among 190,000; mitochondrial fusion phenotypic screen, WT strain; inhibition, % at 10 µM; in the data active means inhibition above about 58%; tested in S. cerevisiae
West Nile virus CPE – West Nile virus antiviral activity, cell-based, CPE readout (AID 1621). hit rate 0.02% among 290,000. one-dose CPE inhibition, % at 10 µM; IC50 in µM for titrated hits. West Nile virus-infected cells, CPE inhibition; higher % means a stronger effect; in the data active means a potency from the dose series; inconclusive means CPE inhibition mostly from about 3.7% at the one dose, without a potency; inactive means the rest, 99 in 100 with CPE inhibition below about 2.2%; further: strong numbers were not always called active
RSV CPE inhibition – RSV antiviral activity via CPE protection, HEp-2 cells, primary 10 µM value included (AID 2391). HEp-2 cells, RSV-induced CPE inhibition; higher % means a stronger effect. one-dose CPE inhibition, % at 10 µM; IC50 in µM for titrated hits. hit rate 0.13% among 310,000; in the data active means a potency from the dose series; inconclusive means CPE inhibition mostly from about 23% at the one dose, without a potency; inactive means the rest, 99 in 100 with CPE inhibition below about 21%; further: strong numbers were not always called active
MgcRacGAP inhibition – MgcRacGAP GTPase-activating activity inhibitors, confirmation, biochemical, ADP Hunter fluorescence; MgcRacGAP-stimulated Rac1 GTP hydrolysis, ADP Hunter fluorescence; higher % means a stronger effect; GST-tagged Rac1 F28L mutant substrate; hit rate 0.6% among 340,000; inhibition, % at 30 µM, or IC50 in µM where a hit was titrated;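 active means first-screen hits whose inhibition reached a set limit at any dose in the follow-up dose series; inconclusive means inhibition above the set first-screen limit but never retested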;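 further: fluorescence reports GDP produced by GAP-driven GTP hydrolysis; strong numbers were not always called active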
T cell modulator – modulates CD8 T cell binding to vesicles; 2C CD8+ T cell-vesicle binding, flow cytometry; hits give low values; calls only at 7 µM; hit rate 0.068% among 330,000;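 active means response, share of CD8 T cells binding vesicles, and their 90th percentile fluorescence all below set limits, cut at about 80% in these data, passing the limit was not always enough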
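Incubation: binding step 1.5 h, 37 °C, antibody labelling 20 min, ice; system: murine 2C transgenic CD8+ T lymphocytes; technique: cytometric PE anti-B7-1 and Alexa647 anti-CD8 signals after 1% paraformaldehyde fixation; also added: QL9-charged Drosophila Ld/ICAM-1/B7-1 vesicles; control set: naked versus QL9-loaded vesicles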
b-catenin transl – alters nuclear translocation of beta-catenin in HeLa cells | immunofluorescence imaging | nuclear translocation activity, % at 5 µM | hit rate 0.3% among 190,000;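 active means nuclear translocation activity above 50% at 5 µM, with a well cell count of 50 or more; inconclusive means wells under 50 cells across six images, flagged as toxic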;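 further: per-cell ratio of nuclear to cytoplasmic median beta-catenin stain intensity; plate controls were DMSO negative control for no effect and GSK-3 inhibitor IX positive control for full effect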
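Read-out: Nuclear/cytoplasmic beta-catenin signal ratio, % activation | Assay system: Human HeLa cell line | Times: 24 h compound exposure at 37°C, 5% CO2 | Signal: Fluorescence imaging of beta-catenin antibody stain plus DAPI | Dosing: 5 µM primary, 0.02–20 µM confirmation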
WT yeast gro inh mutant strain – second read-out of WT yeast gro inh, no call of its own (marks repeat the call); inhibition, %; mitochondrial fusion phenotypic screen, mutant strain inhibition
b-catenin transl cell count 5 µM – further read-out of b-catenin transl, marked with its call; cell count; measured here: cell count, cytotoxicity flag
T cell modulator vesicle-bound % – recorded beside T cell modulator, whose call it bears; double positive events, %; measured here: CD8+ vesicle-bound cell fraction;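 binding gate set so that unloaded-vesicle control wells show 10% double positive cells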
Myeloid diff 2 GFP+ MAC1+ % – further read-out of Myeloid diff 2, marked with its call; GFP+ MAC1+ double positive, %; measured here: differentiation confirmed by MAC1 staining
* = called active by the depositor; i = inactive; ? = inconclusive; · = not tested or not shown; & = joins results of further samples. Outcome played no part in choosing rows; overall some 3.6% were active at least once.

SMILES | Myeloid diff 2 | Myeloid diff 2 GFP+ MAC1+ % | PhoP inhibition | Large T inhibition | WT yeast gro inh | WT yeast gro inh mutant strain | West Nile virus CPE | RSV CPE inhibition | MgcRacGAP inhibition | T cell modulator | T cell modulator vesicle-bound % | b-catenin transl | b-catenin transl cell count 5 µM
C=CCn1c(SCC(=O)NC2CCCCC2)nnc1-c1ccccn1 | i | 5.8 | 0% | 4% | · | · | -1.2% | 4.4% | 7% | i | 62 | · | ·
COc1ccc(CCNC(=O)CN2C(=O)c3cccc4cccc(c34)C2=O)cc1OC | i | 0.3 | 3% | 4% | -4 | -7 | 0.3% | 0.1% | 5% | i | 18 | 2.5 | 1396
Cc1nn(Cc2c(Cl)cccc2Cl)c(C)c1NC(=O)Cn1nc([N+](=O)[O-])c(Cl)c1C | i | 0.7 | -6% | 10% | -3 | 5 | -0.2% | 0.5% | 3% | i | 35 | -0.7 | 993
CC(C)(Sc1ccc(CCN(CCCCC2CCCCC2)C(=O)NC2CCCCC2)cc1)C(=O)O | i | 2.9 | -5% | 34% | · | · | · | 1.7% | 6% | i | 20 | · | ·
CCCCN(CC)S(=O)(=O)c1ccc(C(=O)Nc2nnc(COC)o2)cc1 | i | 1.0 | 19% | 9% | 19 | 15 | 0.7% | 4.4% | 8% | i | 32 | -0.3 | 861
COc1cccc(CC(=O)N2CCC(CCC(=O)Nc3cccc(OC)c3)CC2)c1 | i | 2.2 | 5% | 1% | · | · | 0.0% | 1.3% | 18% | i | 14 | · | ·
CCc1noc(C)c1C(=O)OCC(=O)Nc1ncc(Cl)cc1Cl | i | 0.9 | 5% | 5% | · | · | 0.1% | 0.5% | 2% | i | 18 | · | ·
CCOc1ccc(NC(=O)COC(=O)CCCc2c[nH]c3ccccc23)cc1 | i | 9.3 | -7% | 5% | 24 | 25 | 1.2% | 3.2% | 6% | i | 35 | -1.2 | 1323
Cc1ccccc1NC(=O)CSc1nnc(Cc2ccccc2)c(=O)n1N | i | 0.6 | -3% | 8% | · | · | · | -2.2% | 1% | i | 24 | · | ·
O=C(NCc1cn(-c2ccccc2)nc1-c1ccccc1)c1ccc([N+](=O)[O-])cc1 | i | 0.3 | -1% | 13% | 21 | 0 | -1.1% | 2.5% | 13% | i | 61 | 1.7 | 1180
Cc1ccc(C2(C)NC(=O)N(CC(=O)Nc3ccccc3C(=O)NC3CCCC3)C2=O)cc1 (stereo unspecified) | i | 1.5 | -4% | 17% | · | · | · | -0.1% | 4% | i | 36 | · | ·
CC(C)CCOc1ccc(CO[C@@H]2[C@H]3OC(C)(C)O[C@H]3O[C@@H]2C(O)CO)cc1 (stereo partly specified) | i | 0.2 | 10% | 4% | · | · | -1.0% | 2.4% | 6% | i | 24 | · | ·
COc1ccccc1-c1nnc(SCc2nc3ccccc3[nH]2)n1C | i | 5.9 | 7% | 8% | 7 | 14 | -0.1% | 1.7% | 12% | i | 34 | · | ·
O=C(O)c1cccc(S(=O)(=O)N2CCC(n3nnc4cc(C(F)(F)F)ccc43)CC2)c1 | i | 0.7 | 5% | -4% | · | · | 0.0% | -0.6% | 7% | i | 22 | · | ·
Cc1nn(C)c(Cl)c1CN1CCN(C2CCCCC2)C(CCO)C1 (stereo unspecified) | i | 0.7 | -9% | 10% | -1 | -3 | 0.3% | -1.5% | 12% | i | 32 | -2.8 | 1058
COc1ccc2cc(CN(CCc3ccccc3)Cc3nnnn3Cc3ccco3)c(=O)[nH]c2c1 | i | 1.2 | 0% | 27% | 0 | -13 | -0.5% | 30% | 14% | i | 14 | -3.0 | 1156
N#CCC(=O)Nc1ccc(C(=O)OCC(=O)N2CCCC2=O)cc1 | i | 0.6 | 0% | 16% | · | · | · | -1.8% | 2% | i | 48 | · | ·
CCN(CC)CCNC1=CC(=O)OC12CCCCC2 | i | 0.8 | -1% | 24% | -17 | -13 | -0.2% | 1.9% | 4% | i | 21 | 0.1 | 1128
CCOC(=O)CCC(=O)N1CCOCCOCCN(C(=O)CCC(=O)OCC)CCOCCOCC1 | i | 0.3 | -10% | 14% | 9 | 17 | -0.3% | 1.3% | 6% | i | 16 | -0.3 | 1143
CC(C)(C)NC(=O)C1CC(=O)OC12CCOC(C)(C)C2 (stereo unspecified) | i | 0.7 | 3% | -2% | -6 | -9 | -0.1% | 3.7% | 5% | i | 18 | -0.3 | 1677
O=C(Nc1cccc2c1CCCC2)c1ccncc1 | i | 0.9 | 3% | 7% | -2 | -13 | 0.7% | 3.1% | 0% | i | 52 | -2.8 | 1138
CC1(C)O[C@@H]2[C@H](O1)[C@@H](CO)O[C@H]2n1c(N2CCCCC2)nc2c(N)ncnc21 | i | 2.3 | · | · | · | · | · | 0.5% | 10% | i | 34 | · | ·
O=C(CCN1C(=O)c2ccncc2C1=O)Nc1ccc2c(c1)OCCO2 | i | 0.9 | -6% | 8% | 14 | 12 | -0.1% | 0.7% | 7% | i | 17 | 0.0 | 1090
CCOC(=O)C1=C(C)NC(C)=C(C(=O)OCC)C1 | i | 0.7&0.4 | -4%&1% | 3%&6% | 18 | 8 | 1.1%&0.2% | -0.3%&1.1% | 2%&4% | i | 49&20 | -2.0&1.1 | 1215&1343
Cc1cc(NC(=O)C2CC(c3ccc(F)cc3)=NO2)n(-c2ccccc2)n1 (stereo unspecified) | i | 2.8 | 3% | 8% | 13 | 4 | -0.4% | 1.5% | 3% | i | 32 | · | ·
Next records
SMILES | Myeloid diff 2 | Myeloid diff 2 GFP+ MAC1+ % | PhoP inhibition | Large T inhibition | WT yeast gro inh | WT yeast gro inh mutant strain | West Nile virus CPE | RSV CPE inhibition | MgcRacGAP inhibition | T cell modulator | T cell modulator vesicle-bound % | b-catenin transl | b-catenin transl cell count 5 µM
Cn1c(=O)c(C(=O)CN2CCOCC2)c(N)n(Cc2ccccc2)c1=O | i | 0.6 | -7% | 1% | -7 | 2 | -0.7% | -0.7% | 1% | i | 14 | -0.6 | 1341
Cc1ccc(-n2c(CCC(=O)O)ccc2-c2cccs2)cc1 | i | 13 | 18% | -3% | 9 | -10 | ? | 0.1% | 9% | i | 47 | 5.1 | 1173
CCOc1ccc2nc(NCCCO)[nH]c2c1 | i | 6.3 | 1% | 17% | -9 | -12 | -0.3% | -0.2% | 5% | i | 40 | -0.6 | 1088
CS(=O)(=O)N(CC(=O)N/N=C/c1ccccn1)c1ccc(Oc2ccccc2)cc1 | i | 0.1 | -2% | 23% | 13 | 11 | -0.4% | 0.1% | 0% | i | 20 | 0.9 | 1057
Nc1c(C=C2C=CC(=O)C=C2)c(=O)nc2sc(CC(=O)N3CCOCC3)nn12 | i | 2.0 | 2% | 31% | · | · | 0.2% | 0.1% | 16% | i | 21 | · | ·
Cn1c(CNC(=O)Nc2ccccc2)nnc1SCc1ccccc1 | i | 1.1 | 7% | 5% | -13 | -12 | 0.0% | 0.9% | 3% | i | 41 | -0.3 | 1322
CC(=O)Nc1ccc(C(=O)N2CCN(C(=O)c3ccco3)CC2)cc1 | i | 6.7 | 30% | 15% | 27 | 2 | -0.5% | 0.9% | 5% | i | 25 | 0.0 | 911
CN1C(=O)/C(=C/c2ccccc2OCc2ccccc2)NC1=S | i | 0.1 | 10% | 7% | -4 | -29 | -1.1% | 0.5% | 7% | i | 49 | -0.7 | 964
CCCCOc1ccc(CCC(=O)N/N=C/c2ccco2)cc1 | i | 0.5 | -7% | 10% | · | · | 0.9% | 2.6% | 8% | i | 25 | -2.9 | 1199
COc1ccc(/C=C/C(=O)c2ccc3c(c2)OCO3)cc1OC | i | 1.5 | · | · | · | · | · | 1.6% | 1% | i | 27 | · | ·
O=C(c1ccco1)N1CCN(Cc2nc(-c3cccs3)no2)CC1 | i | 0.5 | -5% | 4% | 2 | 5 | -0.7% | -1.0% | 6% | i | 23 | 1.2 | 1002
CCCN1CCc2c(sc3nc(SC)n(-c4ccccc4)c(=O)c23)C1 | · | · | -2% | 28% | · | · | 0.3% | 2.5% | 2% | i | 54 | · | ·
COC(=O)c1ccc(NC(=O)CSc2nncn2-c2ccccn2)cc1 | i | 3.6 | 0% | 10% | · | · | -0.1% | 1.9% | 5% | i | 32 | · | ·
CC1CCc2sc(C(=O)OCC(=O)NC(N)=O)cc2C1 (stereo unspecified) | i | 0.4 | -3% | 1% | · | · | 0.1% | 1.4% | 5% | i | 54 | 0.3 | 1281
O=C(Cn1cc(C(F)(F)F)ccc1=O)N1CCN(S(=O)(=O)c2ccc(Cl)cc2)CC1 | i | 0.6 | -11% | 12% | -2 | -3 | -0.1% | 1.4% | 6% | i | 32 | -3.5 | 1173
O=C(C1=C(O)C(=O)N(CCN2CCOCC2)C1c1ccccn1)c1cccs1 (stereo unspecified) | i | 0.4 | 13% | 10% | 14 | 19 | 0.4% | -0.6% | 9% | i | 50 | -0.1 | 996
COCCN(CCOC)C(=O)C12CCC(C)(C(=O)C1)C2(C)C (stereo unspecified) | i | 0.5 | -9% | 3% | -9 | -2 | 0.6% | -0.2% | 5% | i | 13 | 0.2 | 1164

Taken from above for reference:
SMILES | Myeloid diff 2 | Myeloid diff 2 GFP+ MAC1+ % | PhoP inhibition | Large T inhibition | WT yeast gro inh | WT yeast gro inh mutant strain | West Nile virus CPE | RSV CPE inhibition | MgcRacGAP inhibition | T cell modulator | T cell modulator vesicle-bound % | b-catenin transl | b-catenin transl cell count 5 µM
O=C(Cn1cc(C(F)(F)F)ccc1=O)N1CCN(S(=O)(=O)c2ccc(Cl)cc2)CC1 | i | 0.6 | -11% | 12% | -2 | -3 | -0.1% | 1.4% | 6% | i | 32 | -3.5 | 1173
O=C(C1=C(O)C(=O)N(CCN2CCOCC2)C1c1ccccn1)c1cccs1 (stereo unspecified) | i | 0.4 | 13% | 10% | 14 | 19 | 0.4% | -0.6% | 9% | i | 50 | -0.1 | 996
COCCN(CCOC)C(=O)C12CCC(C)(C(=O)C1)C2(C)C (stereo unspecified) | i | 0.5 | -9% | 3% | -9 | -2 | 0.6% | -0.2% | 5% | i | 13 | 0.2 | 1164
